Source: PubChem
RmlCD inh 1536 – M. tuberculosis RmlC/RmlD inhibition. AID 1533. RmlC+RmlD coupled enzyme assay, percent inhibition; primary screen in compound mixtures. inhibition, % at 3.6 µM. P9WH09+P9WH11. 160,000 tested, 0.03% active; in the data active means inhibition mostly above about 34%, no sharp cut-off; inconclusive means no clear call, values can overlap the other calls; inactive means mostly below about 22%; further: some results filed as inactive read as strong as hits
Target sequence (P9WH09 whole entry, looked up): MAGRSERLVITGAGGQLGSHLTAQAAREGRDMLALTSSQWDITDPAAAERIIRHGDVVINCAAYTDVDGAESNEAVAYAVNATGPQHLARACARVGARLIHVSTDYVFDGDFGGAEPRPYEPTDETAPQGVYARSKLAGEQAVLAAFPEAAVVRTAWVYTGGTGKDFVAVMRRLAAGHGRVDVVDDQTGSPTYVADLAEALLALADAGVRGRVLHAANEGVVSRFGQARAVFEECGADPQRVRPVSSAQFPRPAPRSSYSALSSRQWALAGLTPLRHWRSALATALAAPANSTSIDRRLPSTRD
Target sequence (P9WH11 whole entry, looked up): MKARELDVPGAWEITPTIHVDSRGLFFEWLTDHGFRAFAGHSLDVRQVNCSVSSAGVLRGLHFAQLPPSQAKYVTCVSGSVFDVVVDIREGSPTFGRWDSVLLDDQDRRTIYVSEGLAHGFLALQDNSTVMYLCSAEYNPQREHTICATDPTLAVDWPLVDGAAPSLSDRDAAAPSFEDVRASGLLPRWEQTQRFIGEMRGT
GlmU inhibition – inhibition of mycobacterial GlmU enzyme – biochemical, glucosamine-1-phosphate acetyltransferase (AID 1376) | M. tuberculosis GlmU acetyltransferase enzyme assay; higher % means a stronger effect | one-dose inhibition, %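 (tested at 30 µM in the primary screen)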; IC50 in µM for titrated hits | 220,000 tested, 0.25% active; in the data active means inhibition above about 13%; inconclusive means no clear call, values can overlap the other calls;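 further: 0% = complete reaction with vehicle and 100% = reaction without substrate; strong numbers were not always called active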
The depositor's hits bear a star; u = inconclusive; x = not tested or not shown. Some of the compounds tested; rates above refer to the full screens.

Start of the listing, in advance:
Each structure is followed by: RmlCD inh 1536, GlmU inhibition
COc1ccc(/C=C/C(=O)OCC(=O)Nc2ccc(S(N)(=O)=O)cc2)cc1OC
 : -7, 1.2%
CN1C2CCC1/C(=C/c1ccccn1)C(=O)/C2=C\c1ccccn1
 : 3, -3.5%
CC(C)c1nc(-c2ccccc2)c(-c2ccccc2)[nH]1
 : 2, -4.7%
CC(=O)N1CCN(C(=S)c2ccc(Cl)cc2)CC1
 : -11, -2.1%
O=C(NCc1ccco1)c1noc2c1CCCCC2
 : u, -2.1%
CN(CCC#N)C(=O)COC(=O)c1cccnc1Nc1ccccc1F
 : -2, 6.1%

The whole of this part, previewed entries included:
Each structure is followed by: RmlCD inh 1536, GlmU inhibition
COc1ccc(/C=C/C(=O)OCC(=O)Nc2ccc(S(N)(=O)=O)cc2)cc1OC
 : -7, 1.2%
CN1C2CCC1/C(=C/c1ccccn1)C(=O)/C2=C\c1ccccn1
 : 3, -3.5%
CC(C)c1nc(-c2ccccc2)c(-c2ccccc2)[nH]1
 : 2, -4.7%
CC(=O)N1CCN(C(=S)c2ccc(Cl)cc2)CC1
 : -11, -2.1%
O=C(NCc1ccco1)c1noc2c1CCCCC2
 : u, -2.1%
CN(CCC#N)C(=O)COC(=O)c1cccnc1Nc1ccccc1F
 : -2, 6.1%
Cc1c(-c2cccc(NC(=O)c3ccco3)c2)nc2ncccn12
 : -8, -6.0%
CCC(c1nnnn1C1CCCCC1)N(Cc1ccco1)Cc1cc2ccc(OC)cc2[nH]c1=O (stereo not drawn)
 : 1, -2.9%
CC(C)CC(NC(=O)CCl)c1ccccc1 (stereo not drawn)
 : 3, 3.8%
CCOCCOC(=O)C1=C(C)Nc2ccc(C)cc2S1
 : x, -1.0%
COc1ccccc1NC(=S)NN1CCN(C)CC1
 : -12, -1.5%
O=C(O)[C@H]1C[C@@H]1[C@H](NP(=O)(c1ccccc1)c1ccccc1)c1ccccc1
 : x, 0.8%
Cc1ccc(CNC(=O)C2CC(c3cc(C(F)(F)F)cc(C(F)(F)F)c3)=NO2)o1 (stereo not drawn)
 : x, 4.2%
CCOC(=O)CN1C(c2ccccc2O)Nc2ccc(Br)cc2C1c1ccccc1 (stereo not drawn)
 : x, -0.9%
O=C(O)CC1S/C(=N\N=C2CCCCCCC2)N(c2ccccc2)C1=O (stereo not drawn)
 : -11, -0.3%
COc1ccc(Cl)cc1NC(=O)N1CCC(C)CC1
 : 4, 0.5%
N/C(CC(=O)Nc1cccc(C(F)(F)F)c1)=N/O
 : x, 0.1%
CCOc1ccccc1Nc1nc(N)nc(CN(C)C2CCCCC2)n1
 : 70, 0.1%
COc1ccc(CCNCc2ccncc2)cc1OC
 : x, 4.2%
CCc1nc(NCCCn2ccnc2)c2oc3ccccc3c2n1
 : -13, 5.1%
CC(C)NC(=S)N1CCN(C/C=C/c2ccccc2)CC1
 : 12, 1.6%
CCN(CC)S(=O)(=O)c1cccc(C(=O)Nc2nc3cc4c(cc3s2)OCCO4)c1
 : x, -0.1%
CC(C)(C)c1ccccc1NC(=O)c1c(O)c2cccc3c2n(c1=O)CC3
 : 3, -4.6%
O=c1c2cc(NC(=S)NCCCN3CCC(Cc4ccccc4)CC3)ccc2nc2n1CCCCC2
 : 35, -5.1%
CC(C)C[C@H]1COCCS(=O)(=O)N1Cc1cccc(C(F)(F)F)c1
 : x, -4.0%
S=c1[nH]nc(CCc2nc3ccccc3[nH]2)n1-c1cccc(Cl)c1
 : -14, -2.4%
COc1ccc(C)cc1S(=O)(=O)N(CC(=O)NCc1ccc(Cl)cc1)Cc1ccccc1
 : x, 3.5%
CCN(CC)c1ccc(/C=N/N=C(N)N)c(O)c1
 : 8, -0.9%
Cc1cc(OCC(=O)OC(C)(C)C)c2c3c(c(=O)oc2c1)CCC3
 : x, 3.1%
O=C(CNC(=O)c1ccc(Cl)cc1)OCc1nc2ccccc2s1
 : 13, 2.4%
COc1ccc(OC)c(Nc2nc(-c3sc(NC(=O)CC(C)C)nc3C)cs2)c1
 : 11, -0.4%
O=C1NN(c2ccc(Cl)c(Cl)c2)C(=O)/C1=C/c1cccc(OC(=O)c2cccs2)c1
 : 72, 3.1%
CCOC(=O)c1c(C)[nH]c(C(=O)OCCOc2ccc(Cl)cc2)c1C
 : x, -1.4%
CC(C)(C)S(=O)(=O)c1ccc2nc3c(n2c1)CCCC3
 : 2, -0.9%
CCN(CC)S(=O)(=O)c1ccc(C)c(NC(=O)Cn2cnc3cc([N+](=O)[O-])ccc3c2=O)c1
 : -7, -0.4%
O=C(c1ccc2c(c1)OCO2)[C@@H]1[C@@H]2C(=O)N(C3CCCCC3)C(=O)[C@@H]2C2c3ccccc3C=CN21 (stereo partly drawn)
 : -10, -2.9%
COCCNC(=O)C1(C(F)(F)F)CC(CCCO)CCCO1 (stereo not drawn)
 : x, -5.6%
CCNC(=O)CC1SC(=Nc2cccc(Cl)c2C)N(C)C1=O (stereo not drawn)
 : -2, 5.6%
CC(C)c1ccccc1NC(=O)COC(=O)CCN1C(=O)/C(=C\C=C\c2ccccc2)SC1=S
 : x, -6.6%
CCOc1ccccc1C(=O)Nc1ccc(-n2nncc2C(C)(C)C)cc1
 : 2, 1.0%
CC(OC(=O)c1ccncc1)C(=O)NC1CCCC1 (stereo not drawn)
 : 4, 2.4%
O=S(=O)(Nc1ccc(-n2cccc2)cc1)c1ccc(F)cc1
 : -7, 1.1%
CN1CCN(Cc2cc(C(C)(C)C)c(O)c(C(C)(C)C)c2)CC1
 : 7, 1.2%
Cc1ccc(NC(=O)Cn2cccc2)cc1
 : -7, 0.9%
N#Cc1c2n(c3c(=O)n(Cc4ccccc4Cl)cnc13)CCCCC2
 : 4, 1.3%
O=C(CSc1ncn[nH]1)NCCC(c1ccccc1)c1ccccc1
 : -5, 5.7%
O=C(CSc1ccc2nnc(-c3cccc(F)c3)n2n1)NCc1ccco1
 : x, -0.7%
COc1cc(/C=C/C(=O)c2c(O)cc(C)oc2=O)cc(OC)c1O
 : x, 1.4%
CCOC(=O)C1=C(C)NC(=O)NC1/C=C/c1ccccc1 (stereo not drawn)
 : x, 4.6%
CN1C(=O)C2C(c3ccc(N(C)C)cc3)NN(Cc3ccccc3)C2C1=O (stereo not drawn)
 : -8, -3.5%
CCOC(=O)COc1ccc(S(=O)(=O)Nc2ccc3c(c2)OCCO3)cc1
 : 10, -2.8%
Cc1c(NS(=O)(=O)c2ccc(C(=O)NCc3ccccc3)cc2)c(=O)n(-c2ccccc2)n1C
 : -18, 0.2%
CC(=O)NC(=S)NNC(=O)CCc1ccccc1
 : x, 5.4%
Cc1noc(C)c1S(=O)(=O)Nc1ccc(C(=O)NCCc2ccccc2)cc1
 : x, -0.3%
CCC(c1nnnn1Cc1ccco1)N(Cc1cc2cc(OC)ccc2[nH]c1=O)C1CCCCC1 (stereo not drawn)
 : 10, 5.1%
Cc1ccc(OCC(=O)Nc2ccccc2Sc2ccccc2)c([N+](=O)[O-])n1
 : 21, 4.7%
Cc1c2c([n+]3n1CCC3)CC(C)(C)CC2=O
 : x, -1.1%
CCCCn1c(=O)c2ccccc2c2ccccc2c1=O
 : x, -5.8%
COc1ccc(C2OC(=O)CC2C(=O)NCc2ccccc2Cl)cc1OC (stereo not drawn)
 : 11, 0.8%
COc1ccc(-c2cn3cccnc3n2)cc1Br
 : -6, 5.9%

The listing continues.
Each structure is followed by: RmlCD inh 1536, GlmU inhibition
COc1ccc(C(=O)NCC(=O)N/N=C/c2c(C)[nH]c3ccccc23)cc1OC
 : -13, 5.4%
COc1ccc(CCN=Cc2c(C)[nH]n(-c3ccc([N+](=O)[O-])cc3)c2=O)cc1OC
 : -2, 5.6%
O=C(COc1cc(=O)n2c(n1)SCCC2)c1ccccc1
 : 1, 1.8%
CCn1c(CNC(=O)c2ccccc2)nnc1SCC(=O)N1CCN(c2ccccc2)CC1
 : x, -1.7%
CCc1ccc(-c2cc(C(=O)NCc3ccccn3)c3ccccc3n2)cc1
 : -2, -2.3%
Cc1ccccc1Cn1cc(NC(=O)c2noc3c2CC(C(C)(C)C)CC3)cn1 (stereo not drawn)
 : 1, 5.7%
CCOC(=O)C1CCN(S(=O)(=O)c2ccc(C)c(C)c2)CC1
 : -16, -0.9%
CC1CCC(N2CCNCC2)CC1 (stereo not drawn)
 : -7, 5.3%
CSc1ccc2nnc(-c3cccc(F)c3)n2n1
 : -8, 4.6%
Clc1ccc(-c2ccnc(Oc3cc(Cl)ccc3Cl)n2)cc1
 : 77, 2.7%
CCCCn1c(=O)c(CCC(=O)OCC(=O)Nc2cccc3ccccc23)nc2ccccc21
 : 9, -6.5%
Cc1ccccc1Cn1nc(C)c(NC(=O)c2noc3c2CCc2ccccc2-3)c1C
 : -5, 1.2%
CC(C)Cn1c(=O)c(C(=O)N/N=C/c2cccc(F)c2)c(O)c2ccccc21
 : 7, 3.0%
COc1ccc(N2CCN(Cc3nc4ccccc4n3C)CC2)cc1
 : 2, -0.9%
COC(=O)c1ccccc1NC(=O)c1ccc2c(c1)C(=O)N(Cc1ccco1)C2=O
 : x, 2.5%
O=S(=O)(c1ccccc1)N1CCN(c2cc(-c3ccccc3)nc3ncnn23)CC1
 : x, 3.9%
Cc1cc(NC(=O)Cn2c(=O)n(CCCCC(=O)NC3CCN(Cc4ccccc4)CC3)c(=O)c3ccccc32)n[nH]1
 : -10, -5.5%
O=S(=O)(c1ccc(F)cc1)N1CCN(C(=S)NC2CCCC2)CC1
 : -10, 1.7%
COc1ccc(N2CCN(C(=O)c3c(C)nn(-c4ccccc4)c3C)CC2)cc1
 : 2, 1.9%
COc1ccc(CSCC(=O)N/N=C/c2ccc(OCC(=O)N3CCCCC3)cc2)cc1
 : -6, -0.7%
OCCn1c(-c2ccccc2)csc1=Nc1ccccc1
 : 8, 1.6%
Cc1ccc2c(nc3s/c(=C/c4cccs4)c(=O)n32)c1C
 : x, -4.0%
COc1cccc(/C=C2\SC(=N)N(c3ccc(F)cc3)C2=O)c1
 : 8, 4.5%
Cn1cccc1C(=O)Nc1nccs1
 : 9, 4.4%
CCOc1ccc(NC(=O)c2cnsn2)cc1
 : x, -0.8%
O=C(C=C=Nc1ccccc1)C(=O)N=C=Cc1ccccc1
 : x, 5.7%
CC(C)Oc1ccc(Cc2cnc(N)nc2N)cc1
 : -6, -2.4%
O=C(CCCN1C(=O)CSc2ncccc21)N1CCN(Cc2ccccc2)CC1
 : 3, 2.6%
CCOc1ccc(C2CC(c3ccc(OC)c(OC)c3)n3nc(N)nc3N2)cc1 (stereo not drawn)
 : x, 1.0%
CC(C)c1nc(=S)c2ccccc2[nH]1
 : x, 6.7%
CN1CCC(CO)(Cc2ccccc2)CC1
 : -3, 2.3%
CCCCNC(=O)NNC(=O)c1ccc(F)cc1
 : -9, 6.8%
Cc1c(-c2ccc(F)cc2)nc(N)c(C#N)c1-c1ccco1
 : 1, 2.9%
Cc1ccc(S(=O)(=O)NC(C(=O)OCC(=O)NC2CCS(=O)(=O)C2)C(C)C)cc1 (stereo not drawn)
 : -11, 7.9%
O=C(OC(c1ccccc1)c1nccc2ccccc12)c1cc([N+](=O)[O-])cc([N+](=O)[O-])c1 (stereo not drawn)
 : 1, 5.7%
COc1ccc(C2N(c3ccc(C)cc3)CCN2c2ccc(C)cc2)cc1O
 : 5, -2.4%
CCC(C)n1c(O)c(/C=N/NC(=O)c2ccncc2)c(=O)[nH]c1=S (stereo not drawn)
 : 3, 2.5%
CC(/C=N/NC(=O)Cc1cccn1C)=C\c1ccccc1
 : 18, -9.1%
O=C(CSc1nc2ccccc2o1)N1CCN(c2ccccc2)CC1
 : u, 0.4%
O=C(COc1ccc(S(=O)(=O)NCc2ccccc2)cc1)N1CCOCC1
 : x, 3.0%
COc1cccc(-c2nnc(SCC(=O)Nc3ccc(OC)c(OC)c3)n2N)c1
 : -6, -6.5%
COc1ccc(N=Cc2nc(-c3ccco3)oc2O)cc1
 : x, -5.8%
Cc1c(Cl)cccc1NC(=S)NCCc1ccc(C(F)(F)F)cc1
 : 13, 2.5%
CCC(C)c1ccccc1NC(=O)C(C)N(C)Cc1cccc(OC)c1 (stereo not drawn)
 : -10, -3.2%
O=c1[nH]c(=S)n(-c2ccc(Cl)cc2)c(O)c1/C=N/N1CCOCC1
 : 8, 0.8%
COc1ccc(C(c2nnnn2CCc2ccccc2)N2CCN(C3CCCC3)CC2)cc1 (stereo not drawn)
 : 1, -5.3%
COc1ccc(C2C(C#N)=C(N)OC3=C2C(=O)CC(C)(C)C3)c(OC)c1OC (stereo not drawn)
 : -4, 5.3%
Cc1nnc(SCc2cc(=O)[nH]c(N3CCCCC3)n2)s1
 : x, 6.7%
COCCSc1ccccc1C(=O)N1CCCC(C)C1 (stereo not drawn)
 : 1, -1.6%
CNc1cc(C)nc(N2CCOCC2)n1
 : -4, -0.9%
O=C(COc1ccccc1)NNC(=S)NC(=O)c1ccc(Cl)cc1Cl
 : x, 6.6%
COc1ccc(C(C)=O)c2c1OCCO2
 : -5, 2.2%
CC1(C)CC(=O)C=C(NCCc2ccc(S(N)(=O)=O)cc2)C1
 : -14, 4.8%
O=c1[nH][nH]c(C(F)(F)F)c1C=NCc1cccs1
 : -13, -7.0%
CC1=NNC(=O)C1CC(=O)N/N=C(/C)c1cccc([N+](=O)[O-])c1 (stereo not drawn)
 : 1, 3.8%
CC1CN(C)C(C)(C)CC1(O)c1ccccc1 (stereo not drawn)
 : x, -1.2%
S=c1[nH]nc(-c2ccn[nH]2)n1-c1ccccc1Cl
 : 7, 2.0%
COc1ccc(OCC(=O)N2N=C(C(F)F)CC2(O)C(F)F)cc1 (stereo not drawn)
 : 75, 0.3%
